Screening results as filed in PubChem.
GDH-TPI counter: GDH-TPI coupling enzyme inhibitors, primary screen, artefact control for M. tuberculosis FBA inhibitor project, biochemical, absorbance, full deck; GDH-TPI coupled enzyme counterscreen, NADH absorbance; inhibition, % at 4.8 µM; 360,000 tested, 1.2% active; AID 588335, 2011; in the data active means inhibition above about 30%;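 further: 0% = DMSO wells and 100% = wells lacking the enzyme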
Mtb BioA inh: M. tuberculosis BioA enzyme inhibitors, primary screen, biochemical, plate reader, single point, HTS | purified M. tuberculosis BioA enzyme | inhibition, % at 9.99 µM | 360,000 tested, 0.096% active | 7,8-diaminopelargonic acid synthase BioA (Mycobacterium tuberculosis); in the data active means inhibition above about 40%; inconclusive means no clear call, values can overlap the other calls
PrPC surface inh: inhibitors of human cell surface prion protein PrPC, primary screen, cell-based, TR-FRET; Major prion protein (Homo sapiens), P04156; TR-FRET read-out; inhibition, % at 13.8 µM; 370,000 tested, 0.43% active; in the data active means inhibition above about 24%; further: 0% = median of the test wells and 100% = reference compound wells
UGM FP inh: M. tuberculosis UGM enzyme inhibitors, primary screen, biochemical, fluorescence polarization, single point. 320,000 tested, 0.06% active. purified UGM, fluorescence polarization probe displacement. inhibition, % at 10 µM. UDP-galactopyranose mutase (Mycobacterium tuberculosis (strain ATCC 25618 / H37Rv)), …; in the data active means inhibition above about 10%, passing the limit was not always enough; inconclusive means no clear call, values can overlap the other calls
Target sequence (P9WIQ1 whole entry, looked up): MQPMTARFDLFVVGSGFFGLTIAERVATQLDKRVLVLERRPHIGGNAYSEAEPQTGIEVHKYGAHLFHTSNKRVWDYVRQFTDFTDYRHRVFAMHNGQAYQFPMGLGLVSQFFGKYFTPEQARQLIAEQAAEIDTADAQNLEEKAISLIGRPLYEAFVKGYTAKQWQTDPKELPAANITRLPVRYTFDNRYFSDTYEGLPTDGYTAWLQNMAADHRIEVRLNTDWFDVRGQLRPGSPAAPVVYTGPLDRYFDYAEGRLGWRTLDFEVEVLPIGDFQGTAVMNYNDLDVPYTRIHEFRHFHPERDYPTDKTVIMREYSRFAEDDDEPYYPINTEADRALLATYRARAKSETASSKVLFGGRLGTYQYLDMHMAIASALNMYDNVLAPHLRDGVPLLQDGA
BoNT F protease: BoNT/F light chain protease inhibitors, primary screen, biochemical, flow cytometry, MLPCN library | inhibition, % at 10 µM | Botulinum neurotoxin type F light chain protease (Clostridium botulinum) | Multiplex microsphere protease cleavage assay | 360,000 tested, 0.22% active; in the data active means inhibition above about 35%, passing the limit was not always enough; inconclusive means no clear call, values can overlap the other calls; further: plate controls were buffer without enzyme for full effect and enzyme alone for no effect
FadD28 binding: inhibitors of FadD28 bisubstrate probe binding, primary screen, biochemical, fluorescence polarization, single point | 360,000 tested, 0.22% active | Mycobacterium tuberculosis FadD28 fatty-acid-AMP ligase | inhibition, % at 12.5 µM; in the data active means inhibition above about 8.5%, passing the limit was not always enough; inconclusive means no clear call, values can overlap the other calls
MazF activator: activators of E. coli MazEF toxin-antitoxin RNase, primary screen, biochemical, fluorescence, uHTS. Endoribonuclease toxin MazF (Escherichia coli (strain K12)), P0AE70. FAM/BHQ RNA-DNA oligo cleavage fluorescence, 5 h. activation, % at 20 µM. 350,000 tested, 0.32% active. AID 504720, 2011; in the data active means activation above about 50%
Target sequence (P0AE70 whole entry, looked up): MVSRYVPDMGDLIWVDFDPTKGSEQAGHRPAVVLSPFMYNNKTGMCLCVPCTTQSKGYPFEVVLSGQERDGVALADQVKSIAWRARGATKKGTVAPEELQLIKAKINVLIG
FBA Mtb inh: Mtb FBA enzyme inhibitors, primary screen, biochemical, fluorescence, strain H37Rv. purified M. tuberculosis FBA, fluorescence read-out. inhibition, % at 1 µM. 360,000 tested, 2.3% active. AID 588726, 2011; in the data active means inhibition above about 27%;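 further: 0% = vehicle and 100% = reference inhibitor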
Rv3671c inh: Rv3671c serine protease inhibitors, primary screen, biochemical, fluorescence polarization, M. tuberculosis H37Rv; P9WHR9; inhibition, % at 5.96 µM; 320,000 tested, 0.048% active; in the data active means inhibition above about 38%;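 further: extracellular domain of Rv3671c used as enzyme; 0% = enzyme with DMSO and 100% = no enzyme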
Target sequence (P9WHR9 whole entry, looked up, the tested form may be a part): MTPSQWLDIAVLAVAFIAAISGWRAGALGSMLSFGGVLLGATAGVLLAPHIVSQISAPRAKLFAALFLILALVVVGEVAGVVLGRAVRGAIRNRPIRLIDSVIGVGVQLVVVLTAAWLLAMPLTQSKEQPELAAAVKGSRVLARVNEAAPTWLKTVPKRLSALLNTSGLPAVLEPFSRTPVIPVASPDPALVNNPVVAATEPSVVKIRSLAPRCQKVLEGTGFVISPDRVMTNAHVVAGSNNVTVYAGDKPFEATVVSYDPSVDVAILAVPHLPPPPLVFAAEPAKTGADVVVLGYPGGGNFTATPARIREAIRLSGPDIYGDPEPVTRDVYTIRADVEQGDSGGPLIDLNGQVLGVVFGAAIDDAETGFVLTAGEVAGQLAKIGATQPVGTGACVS
Active calls of the source: *; ? = inconclusive; · = no result given. An unsorted share of the library, and some 4.8% of all compounds hit somewhere here.

SMILES | GDH-TPI counter | Mtb BioA inh | PrPC surface inh | UGM FP inh | BoNT F protease | FadD28 binding | MazF activator | FBA Mtb inh | Rv3671c inh
CCOC(=O)N1CCN(S(=O)(=O)c2ccc(C(=O)NNc3nc4c(C)cc(C)cc4s3)cc2)CC1 | 2 | -1.1 | 25* | 5.2 | -16 | 15* | 7 | 0 | 0
CCC(C)NCCOCCOc1ccc(C)cc1Br (stereo unspecified) | 8 | 0.0 | 1 | 1.8 | 2 | -1.0 | 7 | 4 | 2
Cn1nccc1C(=O)Nc1ccc2c(c1)OCO2 | -3 | 3.4 | 1 | 1.7 | -10 | 0.1 | 4 | 2 | 1
Cc1cccc(C)c1NC(=O)c1cccnc1 | 11 | -0.4 | -2 | -0.4 | ? | -2.4 | 0 | 0 | -5
CC(=O)c1c(C)[nH]c(C(=O)Nc2c(C)n(C)n(-c3ccccc3)c2=O)c1C | -5 | 0.8 | -5 | -0.4 | 20 | 0.4 | 3 | -1 | -8
COc1ccc(CCn2c(C)cc(C(=O)COC(=O)c3ccc(NC(=O)CC#N)cc3)c2C)cc1 | 1 | -0.1 | · | -0.2 | 0 | -6.8 | -24 | -2 | -49
Cc1ccc(/C=N/NC(=O)c2cccc(S(=O)(=O)N3CCOCC3)c2)o1 | 26 | -0.6 | -3 | 1.2 | 0 | -2.9 | 0 | 2 | -3
CCOC(=O)N1CCN(C(=O)CNC(=O)c2ccccc2F)CC1 | -2 | -1.4 | -7 | -1.9 | -2 | 1.1 | 10 | -2 | -1
COc1ccc(N2C(=O)CCC(C(=O)N3CCC(C(N)=O)CC3)C2c2ccc(F)cc2)cc1 (stereo unspecified) | -2 | -0.1 | -7 | 1.2 | 1 | -1.6 | 7 | 3 | 0
COc1cccc(C(=O)OCC(=O)NC23CC4CC(CC(C4)C2)C3)c1 | 3 | 1.1 | -7 | 1.6 | 4 | -2.7 | 14 | -1 | -2
S=C(Nc1ccc(Oc2ccccc2)cc1)NC1CCCCCC1 | 4 | -0.2 | 14 | 0.9 | -8 | -1.8 | 5 | -1 | -45
c1ccc(-c2ccccc2-c2nc(-c3ccncc3)no2)cc1 | 9 | -0.6 | -7 | -2.8 | -21 | -1.9 | -2 | 1 | -19
CCc1cccc(CC)c1-n1c(SCC(=O)N2CCc3ccccc3C2)nnc1-c1cccnc1 | 7 | · | 1 | 0.0 | 19 | -0.2 | 7 | -2 | -9
Cc1ccc(NC(=O)CCc2nc3ccccc3[nH]2)cc1C | 13 | -1.7 | 8 | 2.2 | -3 | -0.6 | 3 | 8 | -4
O=C(CNC(=O)c1ccc2c(c1)OCCO2)N/N=C/c1ccc([N+](=O)[O-])cc1 | 20 | -1.9 | -5 | 0.0 | -5 | -4.4 | 13 | 0 | 2
Cc1ccc(C2(C)NC(=O)N(CC(=O)NC(=O)NC(C)(C)C)C2=O)cc1 (stereo unspecified) | -7 | 1.6 | -4 | 2.9 | 0 | -3.0 | 2 | 0 | -3
O=C1OC(Cc2ccccn2)C(O)=C1C1=NCCCN1 (stereo unspecified) | -4 | -0.4 | -1 | · | -6 | 0.1 | 0 | 3 | 7
COC(=O)c1ccc(S(=O)(=O)NNC(=O)COc2ccc(C)cc2)cc1 | -12 | -1.3 | 0 | 3.2 | -3 | -2.4 | 3 | 3 | -2
NS(=O)(=O)c1ccc(CCNC(=O)CNC(=O)c2ccc(Oc3ccccc3)cc2)cc1 | 3 | 0.3 | 0 | -0.7 | 9 | · | 9 | 1 | -3
C=CCC1C=CCC(CC=C)N1C(=O)c1ccccc1[N+](=O)[O-] (stereo unspecified) | -3 | 1.5 | 3 | 1.1 | 6 | -1.7 | -5 | 0 | -7

Profiles as entered above. Values in the order: GDH-TPI counter	Mtb BioA inh	PrPC surface inh	UGM FP inh	BoNT F protease	FadD28 binding	MazF activator	FBA Mtb inh	Rv3671c inh
Shown for Cc1ccc(/C=N/NC(=O)c2cccc(S(=O)(=O)N3CCOCC3)c2)o1 = 26	-0.6	-3	1.2	0	-2.9	0	2	-3
Shown for CCC(C)NCCOCCOc1ccc(C)cc1Br (stereo unspecified) = 8	0.0	1	1.8	2	-1.0	7	4	2

More records:
SMILES | GDH-TPI counter | Mtb BioA inh | PrPC surface inh | UGM FP inh | BoNT F protease | FadD28 binding | MazF activator | FBA Mtb inh | Rv3671c inh
CC1(C)CCc2cc(-c3ccn(S(=O)(=O)c4ccccc4Cl)n3)ccc2O1 | 5 | -0.3 | -3 | 3.2 | ? | -1.3 | 9 | -1 | -3
Cc1c(NC2=CC(=O)CC(C)(C)C2)ccc([N+](=O)[O-])c1C | 9 | · | -12 | -1.5 | -1 | -1.3 | 0 | 3 | -14
O=C(Nc1nc2ccccc2[nH]1)c1ccccc1OC(F)F | -6 | -2.6 | 9 | -0.1 | -1 | -0.5 | 2 | -4 | 4
O=C(c1ccccc1[N+](=O)[O-])n1cnc2ccccc21 | 7 | · | -3 | -0.4 | 0 | -2.2 | 7 | -2 | 8
O=C(CC(=O)NC1CCCCC1)N/N=C/c1cccc2ccccc12 | 31* | -0.2 | 2 | 0.7 | 1 | 0.2 | -16 | 1 | 6
O=C(NCC(c1cccs1)N1CCOCC1)c1cc(S(=O)(=O)N2CCOCC2)ccc1F (stereo unspecified) | 4 | · | 4 | 3.0 | 1 | -2.8 | 3 | 0 | 5
Cc1nc(SCCc2ccccc2)[nH]c(=O)c1C | 4 | -0.3 | · | 1.1 | -4 | -1.8 | 1 | 1 | -9
CCN(CC)c1nc(N2CCOCC2)nc2ccccc12 | 16 | 0.0 | -5 | -1.6 | 5 | 0.3 | 1 | 5 | 1
Cc1ccc(NC(=O)CCN2CCOCC2)cc1C | -2 | 0.3 | 2 | -0.3 | 9 | -5.2 | -2 | -1 | ·
COc1ccc(OC)c(NC(=O)C2C3CC4OC(=O)C2C4C3)c1 (stereo unspecified) | -3 | 0.4 | -6 | -1.3 | -18 | -1.0 | 0 | -4 | -5
O=c1cc(-c2ccccc2Cl)oc2c([N+](=O)[O-])c(O)cc(O)c12 | 27 | 3.0 | -11 | 2.5 | 1 | -15 | -1 | 4 | -10
Cc1nnc(SCC(=O)N2CCC(Cc3ccccc3)CC2)n(N)c1=O | -5 | -2.9 | 3 | 1.6 | -3 | 0.7 | 0 | 5 | -6
CC1CN(C(=O)COC(=O)c2cc(=O)[nH]c3ccccc23)CC(C)O1 (stereo unspecified) | -3 | 1.5 | 1 | · | 6 | -0.8 | 0 | 1 | ·
CC(O)(c1ccccc1)c1ccc2ccccc2n1 (stereo unspecified) | -9 | · | 0 | · | -4 | -3.8 | 7 | 0 | ·
CCCN(C(=O)COC(=O)CNS(=O)(=O)c1ccc(NC(C)=O)cc1)C1CCS(=O)(=O)C1 (stereo unspecified) | 2 | -1.3 | 3 | · | 4 | -0.8 | 1 | 2 | ·
COc1ccc2nc3n(c(=O)c2c1)-c1ncccc1C(=O)NC3CC(C)C (stereo unspecified) | 16 | 2.8 | 2 | · | -3 | -5.0 | 8 | 0 | ·
CCOc1ccc(C(=O)CCC(=O)NCC(=O)Nc2c(C)cccc2C)cc1 | 2 | -3.1 | -13 | 0.0 | 0 | -4.8 | 1 | 0 | 1
CC(=O)c1ccc(C(=O)N(CCN(C)C)c2nc3c(Cl)cccc3s2)cc1 | 4 | 3.4 | -7 | -1.0 | 3 | -0.2 | -19 | 2 | -5
COc1ccc(C(=O)N/N=C(\C)c2cccc(NC(=O)c3ccc(F)cc3)c2)c(OC)c1 | 7 | -0.1 | -9 | 1.1 | 2 | -3.6 | -17 | 3 | 1
O=C(OCC(=O)N1CCN(C(=O)c2ccco2)CC1)C1=COCCO1 | -2 | -0.8 | -4 | 0.4 | 2 | -3.8 | -14 | 1 | 11
C=CCNC(=S)NNC(=O)c1ccc(Br)cc1 | 5 | · | -3 | 0.3 | -3 | -4.6 | 3 | -3 | -1
COc1ccccc1N(CC(=O)NCCc1ccccc1)C(=O)CCC(=O)Nc1ccccn1 | -1 | 2.1 | 5 | -1.2 | -20 | -1.8 | 10 | -3 | 3
CCc1nnc(NC(=O)[C@@H](NC(=O)c2cccc(S(=O)(=O)N(CC)CC)c2)C(C)C)s1 | 18 | -4.1 | 0 | -0.8 | -2 | -1.8 | -7 | 2 | -4
COc1ccccc1CC(=O)Nc1ccccc1O | 7 | 2.1 | -6 | 0.3 | 14 | 0.0 | 2 | 1 | 5
COc1ccc(OCC(=O)OCC(=O)NCc2ccco2)cc1 | 1 | -0.4 | -3 | -0.4 | -1 | 0.0 | 3 | 1 | 0
Cc1cccc([N+](=O)[O-])c1NC(=O)CN(Cc1ccccc1)Cc1ccccc1 | 9 | · | -1 | 0.5 | -6 | -1.8 | -5 | -1 | -12
CCOCCCNC(=O)CCc1ccc(S(=O)(=O)Nc2ccc(C)cc2)cc1 | -2 | -1.3 | 6 | -3.2 | -3 | -0.6 | 7 | 2 | -10
COc1ccc(C(CCc2ccc(C)o2)NC(=O)Nc2ccc(OC)cc2OC)cc1 (stereo unspecified) | 5 | -1.4 | 4 | -0.8 | -7 | -0.4 | -1 | -2 | 8
COc1ccc(CCN2C(=NC(=O)CCC(=O)O)SC3CS(=O)(=O)CC32)cc1 (stereo unspecified) | 2 | 0.2 | -5 | -3.2 | -12 | -3.1 | -1 | 1 | -17
COc1ccc([C@@H]2[C@@H]3C(=O)N(C(C)(C)C)C(=O)[C@@H]3[C@]3(C)C(=O)N(c4ccc(C(F)(F)F)cc4)C(=O)N23)cc1 | 7 | 1.5 | -7 | -2.2 | -9 | -6.7 | 1 | -3 | 0
CCOc1ccc(-c2nc(CSCC(=O)N3CCN(c4cccc(OC)c4)CC3)c(C)o2)cc1 | 5 | -2.0 | 13 | -0.1 | -8 | -0.1 | 10 | -1 | -10
Cc1ccccc1-c1cnn(-c2cccc([N+](=O)[O-])c2)c1N | 6 | 1.8 | -32 | 0.0 | -5 | 1.5 | 2 | -1 | 4

A second format for part of the listing above:
| smiles | GDH-TPI counter | Mtb BioA inh | PrPC surface inh | UGM FP inh | BoNT F protease | FadD28 binding | MazF activator | FBA Mtb inh | Rv3671c inh |
| --- | --- | --- | --- | --- | --- | --- | --- | --- | --- |
| COc1ccc(CCN2C(=NC(=O)CCC(=O)O)SC3CS(=O)(=O)CC32)cc1 (stereo unspecified) | 2 | 0.2 | -5 | -3.2 | -12 | -3.1 | -1 | 1 | -17 |
| COc1ccc([C@@H]2[C@@H]3C(=O)N(C(C)(C)C)C(=O)[C@@H]3[C@]3(C)C(=O)N(c4ccc(C(F)(F)F)cc4)C(=O)N23)cc1 | 7 | 1.5 | -7 | -2.2 | -9 | -6.7 | 1 | -3 | 0 |
| CCOc1ccc(-c2nc(CSCC(=O)N3CCN(c4cccc(OC)c4)CC3)c(C)o2)cc1 | 5 | -2.0 | 13 | -0.1 | -8 | -0.1 | 10 | -1 | -10 |
| Cc1ccccc1-c1cnn(-c2cccc([N+](=O)[O-])c2)c1N | 6 | 1.8 | -32 | 0.0 | -5 | 1.5 | 2 | -1 | 4 |
